# Vif-APOBEC3F blk – inhibitors of Vif-A3F interaction. HeLa A3F-eYFP + Vif (tagged APOBEC3F with the HIV-1 protein that degrades it), YFP fluorescence increase. Potency, µM (titrated, usually from 46.1 µM), inactives show at the top dose activity, negative = active. hit rate 0.2% among 390,000. AID 602313; note: potency is the fitted concentration of half-maximal effect; % of control where 0% means no effect; nearly all actives have a fitted effect of over 65% in size
#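 Fluorescence increase (Ex 488/Em 500-530) after overnight compound treatment at 37 deg C flags inhibition of Vif-driven A3F-eYFP loss in stable HeLa A3F-eYFP/Vif cells seeded overnight beforehand.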
# RXFP1 ag – agonists of human relaxin receptor RXFP1; HEK293T-RXFP1 cAMP TR-FRET, 30 min; response scale: percent of porcine relaxin response, buffer zero; Potency, µM (titrated, usually from 57.5 µM), without a hit: top-dose activation, most hits filed as activators; Q9HBX9; AID 2676; hit rate 0.3% among 370,000; note: potency is the fitted concentration of half-maximal effect; % is set by controls: 0 for no effect and ±100 for the full control effect; nearly all actives have a fitted effect of over 60% in size; many of its hits are not listed in these tables
#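 HEK293 cells stably expressing RXFP1, treated 30 min at 37C with compounds plus PDE4 inhibitor Ro 20174; cAMP measured by HTRF TR-FRET. Normalized to buffer and 29 nM porcine relaxin; EC50 by Hill fit.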
# Glioma ERSR ind – inducers of ER stress response in human glioma cells; AID 602332; Potency, µM, inactives show at the highest dose activation, hits mostly activators; hit rate 0.02% among 420,000; U87-MG GRP78 promoter luciferase reporter, 16 h; note: potency is the fitted concentration of half-maximal effect; series mostly up to about 76 µM; % of control where 0% means no effect; nearly all actives have a fitted effect of over 35% in size
#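 ERSR induction read as luciferase luminescence (Bright-Glo, 10 min at room temperature) in stably transfected human U87-MG glioma cells exposed to compounds for 16 h, using GRP78 as sensor.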
# D2 potentiator – D2 dopamine receptor (human) potentiation; P14416; HEK293 T-REx D2, calcium flux, EC20 dopamine potentiation; potentiation, % at 10 µM; hit rate 0.34% among 340,000; AID 485347;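 active = potentiation over 3 SD above the plate norm, cut at about 30% in these data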; note: 0% is about no effect
#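 Potentiation of an EC20 dopamine calcium response measured kinetically over 180 s, after a preceding 180 s compound-only read flagging agonists. Cells: inducible Hek293 Trex D2 line, 4000/well, cultured overnight at 30 C before dye loading.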
# D1 agonist – agonists of human D1 dopamine receptor; AID 504660; HEK293 T-REx D1 cells, calcium flux, agonist mode; hit rate 1% among 360,000; P21728; activation, % at 2 µM; in the data active = activation above about 30%; note: 0% is about no effect
# Target sequence (P21728 whole entry, looked up): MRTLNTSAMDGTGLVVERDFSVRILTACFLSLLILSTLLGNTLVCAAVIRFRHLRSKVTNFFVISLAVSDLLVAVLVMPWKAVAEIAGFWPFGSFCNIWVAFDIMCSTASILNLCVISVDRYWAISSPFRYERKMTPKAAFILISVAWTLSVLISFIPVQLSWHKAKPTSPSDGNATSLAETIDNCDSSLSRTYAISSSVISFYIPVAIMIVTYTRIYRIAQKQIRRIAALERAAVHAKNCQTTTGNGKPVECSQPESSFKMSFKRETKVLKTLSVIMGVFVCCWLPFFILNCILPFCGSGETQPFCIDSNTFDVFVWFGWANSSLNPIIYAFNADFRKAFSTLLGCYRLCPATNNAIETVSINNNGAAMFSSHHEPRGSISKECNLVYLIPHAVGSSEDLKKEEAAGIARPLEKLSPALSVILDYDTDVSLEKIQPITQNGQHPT
#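 Tetracycline-induced HEK293 TREx D1 cells, force-coupled to calcium signalling, were dye-loaded with a no-wash calcium kit. Compound was pin-added after a 10 s baseline. Fluorescence was read kinetically at 1 cycle/s for 180 s, with calcium rises flagged as agonism.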
# RXFP1 antag – RXFP1 (human) relaxin receptor antagonism. HEK293-RXFP1, relaxin-stimulated cAMP HTRF, 30 min; hits give low values. Q9HBX9. hit rate 0.59% among 350,000. activity change, negative = inhibition, % at 57.5 µM;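 active = activity change of -60% or lower, but not beyond a set lower limit; inconclusive = change between -60% and -40%, or beyond the set limit; inactive = change above -40%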; note: % is set by controls: 0 for no effect and ±100 for the full control effect
# Vif-APOBEC3G blk – inhibitors of Vif-APOBEC3G interaction; AID 602310; HeLa A3G-eYFP + Vif (tagged APOBEC3G with the HIV-1 protein that degrades it), YFP fluorescence, overnight; Q9HC16; Potency, µM (titrated, usually from 46.1 µM), without a hit: top-dose activity, negative = active, usual class: inhibitors; hit rate 0.076% among 410,000;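 note: potency is the fitted concentration of half-maximal effect; % is set by controls: 0 for no effect and ±100 for the full control effect; nearly all actives have a fitted effect of over 60% in size; hits raise eYFP signal because A3G escapes Vif-driven loss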
# Target sequence (Q9HC16 whole entry, looked up): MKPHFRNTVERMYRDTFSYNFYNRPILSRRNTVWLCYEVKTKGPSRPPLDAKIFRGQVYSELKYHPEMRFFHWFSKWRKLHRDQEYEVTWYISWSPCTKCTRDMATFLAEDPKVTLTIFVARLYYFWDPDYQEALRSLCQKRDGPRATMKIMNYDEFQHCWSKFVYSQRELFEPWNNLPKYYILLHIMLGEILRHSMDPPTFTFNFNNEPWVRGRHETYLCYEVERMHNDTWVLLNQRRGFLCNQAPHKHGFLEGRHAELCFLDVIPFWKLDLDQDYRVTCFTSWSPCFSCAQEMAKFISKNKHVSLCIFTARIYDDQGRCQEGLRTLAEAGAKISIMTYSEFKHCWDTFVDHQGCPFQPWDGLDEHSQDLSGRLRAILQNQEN
#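 HeLa cells stably expressing Vif and C-terminally eYFP-tagged A3G, seeded overnight at 37 deg C, then exposed to compound by pintool overnight at 37 deg C. Rise in yellow fluorescence (Ex 488/Em 500-530, Acumen) marks blocked Vif-driven A3G degradation.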
# D1 antag – blocks dopamine activation of the human D1 receptor; P21728; HEK293 TREx D1 cells, calcium flux, dopamine EC80; hits give low values; activity change, negative = inhibition, % at 10 µM; hit rate 3.2% among 360,000; in the data active = activity change below about -30%; note: % is set by controls: 0 for no effect and ±100 for the full control effect
#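 Tetracycline-induced HEK293 Trex D1 cells, force-coupled to calcium, dye-loaded; compounds added and read 180 s, then EC80 dopamine added and calcium flux tracked kinetically another 180 s.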
# D1 potentiator – human D1 dopamine receptor positive modulation. P21728. HEK293 TREx D1 cells, calcium flux, dopamine EC20 potentiation. potentiation, % at 10 µM. hit rate 0.036% among 360,000. AID 504651; in the data active = potentiation above about 30%; note: 0% is about no effect
# Starred values were filed as active, the others as inactive; u = inconclusive; x = not tested or not shown; & = joins results of further samples; ! = not active in a repeat. Unless noted, calls come from the whole dose curve; as a rule, active = well fitted curve in the direction sought with a large enough effect; inconclusive = small, poorly fitted or top-dose-only effect, or another doubt; inactive = no such curve, though single readings can be large; an effect the other way counts as inactive or inconclusive. Some of the compounds tested, so the mix of outcomes need not match the whole.
# The line under a structure holds: Vif-APOBEC3F blk	Vif-APOBEC3G blk	RXFP1 ag	Glioma ERSR ind	D1 potentiator	D1 antag	D2 potentiator	RXFP1 antag	D1 agonist
CN(C)N(C(=O)c1cc(-c2cccs2)nn1-c1ccccc1)C1CCS(=O)(=O)C1 (centres undefined)
    -2%	-4%	-0.8%	1%	3	24	9	1	1
Cc1cccc(NC(=O)c2ccc([N+](=O)[O-])s2)c1C
    2%	3%	-1.4%	1%	6	-4	-11	-3	1
O=c1c2c(-c3cccs3)csc2ncn1-c1ccc(Br)cc1
    -7%	-10%	1.0%	4%	21	31	10	-8	5
Clc1ccccc1CSC1=NCCN1
    8%	-4%	0.1%	-3%	-6	-11	x	4	3
O=C(COc1ccc(Cl)cc1Cl)NC1CCSC1=O (centres undefined)
    -3%	0%	-1.7%	1%	4	14	-21	-1	1
CCC(=O)Nc1ccc2c(c1)ncn2C
    -1%	0%	-0.5%	-5%	-5	-1	13	-2	2
COc1ccccc1NC(=O)N1CCN(c2ccnc3cc(Cl)ccc23)CC1
    1%	-5%	-2.2%	-2%	-4	-30	6	-36	10
COc1ccc(S(=O)(=O)N2CCN(Cc3ccc4c(c3)OCO4)CC2)cc1
    -1%	1%	-1.9%	-4%	-9	-5	-7	2	0
O=C(Cn1cc2c(n1)CCCCC2)NCCN1CCOCC1
    -3%	1%	-1.8%	-4%	6	1	12	5	2
C=CCNC(=O)N[C@@H](CCSC)C(=O)OC
    -15%	1%	2.4%	-2%	1	4	-11	9	3
O=C(CSc1ncccn1)Nc1cccc2ccccc12
    -1%	0%	1.0%	6%	-6	-5	12	-1	5
Cc1cc([N+](=O)[O-])ccc1P(=O)(O)c1ccc([N+](=O)[O-])cc1C
    1%	2%	x	-4%	x	x	x	3	x
CC(C)(C)OC(=O)N(c1cccc2cccnc12)S(=O)(=O)c1ccccc1Br
    x	u	x	6%	0	30	x	x	1
CC(=O)Nc1ccc(NC(=O)CC2CCCC2)cc1
    -3%	-4%	-3.0%	2%	-5	-2	x	-6	-1
Cc1ccc(NS(=O)(=O)c2c(C)[nH]c(C)c2C(=O)N2CCCC2)cc1Cl
    -1%	-1%	3.1%	-4%	-8	-5	1	6	1
COc1cccc(-c2c(-c3cc(OC)cc(OC)c3)n(C)c3ccc(-c4ccc5[nH]ccc5c4)cc23)c1
    -5%	-5%	-0.6%	-6%	1	x	-1	x	0
Nc1nc(SCc2ccccc2)c2ncn(Cc3ccccc3)c2n1
    -4%	-7%	x	3%	x	x	x	-20	x
COc1ccc(CCC(=O)NCCc2csc(-c3cccc(C)c3)n2)cc1
    2%	4%	0.9%	3%	1	-3	2	-73*	1
O=C(COC(=O)c1ccc(N2CCCC2=O)cc1)c1ccccc1
    0%	2%	u	-3%	-7	6	3	-5	4
Brc1ccccc1OCCCN1CCOCC1
    -16%	0%	-1.8%	2%	-6	-24	-20	10	0
Cc1nn(CCC#N)c(NC(=O)c2ccc(Cl)cc2Cl)c1P(=O)(Nc1ccc([N+](=O)[O-])cc1)N1CCOCC1 (centres undefined)
    8%	-1%	-2.0%	-2%	-2	x	9	-2	3
CCN(CC)c1nn2c(=O)c(C(=O)NCc3ccc(OC)cc3OC)cnc2s1
    1%	-4%	3.2%	-2%	-5	-7	x	-11	0
c1ccc(SCc2nc3ccccc3[nH]2)cc1
    -4%	-1%	-1.6%	7%	14	-1	26	-18	2
COC(=O)c1cc(C)nc2c1c(C)nn2-c1ccccc1
    -20%	-2%	0.2%	3%	-5	-2	-5	-19	1
COc1ccc(S(=O)(=O)N2CCCCC2C(=O)O)cc1 (centres undefined)
    -5%	2%	0.9%	-2%	-9	-13	-11	-2	1
Cc1ccc(Cl)cc1NC(=O)c1ccc2nc(CCc3ccccc3)oc2c1
    1%	1%	2.8%	-4%	2	-1	9	-18	12
Cc1ccc(NC(=O)CCCn2c(=O)c3cccn3c3cccnc32)cc1C
    -1%	1%	14%	-6%	-7	-25	3	0	1
Cc1cc(C)nc(NC(=O)CCCC(=O)O)c1
    -7%	0%	-1.7%	-2%	-3	15	18	-11	3
Cc1nc(NCCc2ccccc2)c2oc3ccccc3c2n1
    2%	-1%	-4.2%	1%	-4	-10	-2	-29	5
Cc1noc(C)c1COC(=O)c1ccc(-c2nc3ccccc3s2)s1
    3%	1%	-0.8%	-4%	-5	-12	11	8	3

# (list continues)
# The line under a structure holds: Vif-APOBEC3F blk	Vif-APOBEC3G blk	RXFP1 ag	Glioma ERSR ind	D1 potentiator	D1 antag	D2 potentiator	RXFP1 antag	D1 agonist
C#CCn1c(=NC(=O)c2ccc(Cl)s2)sc2cccc(OC)c21
    -18%	-4%	5.9%	0%	-1	3	-3	4	-1
Cn1nnnc1SCC(=O)NCc1ccco1
    -5%	-1%	1.8%	-1%	1	5	-11	9	1
COc1ccc(-c2nc(NC(=O)C3=NN(c4cccc(C)c4)C(=O)CC3)sc2C)cc1
    -11%	-2%	9.8%	-6%	-10	-1	-2	5	3
CCCCOC(=O)c1ccc(NC(=O)CC2NCCNC2=O)cc1 (centres undefined)
    -18%	-3%	1.0%	0%	-3	-5	5	x	0
Cc1ccc(S(=O)(=O)N2CCCCC2)cc1NC(=O)c1ccc2c(=O)n3c(nc2c1)CCCCC3
    x	x	4.4%	x	3	-3	4	x	2
NC(=O)COc1ccc2cc(-c3ccccc3)c(=O)oc2c1
    -13%	1%	12%	1%	0	10	2	4	1
NC(=O)c1cccc(C[C@H](C(=O)O)N2C(=O)c3ccc(C(=O)O)cc3C2=O)c1
    x	x	1.7%	x	3	-17	x	x	4
COc1ccc(OC)c(C(=O)c2ccc(C(=O)Nc3cccc4ccccc34)cc2)c1
    -4%	1%	-0.9%	-4%	-2	-1	15	18	5
CCCCC(CCC(=O)Nc1cccc([N+](=O)[O-])c1)C(=O)O (centres undefined)
    -8%	1%	0.0%	-2%	-11	-11	-10	15	2
Cc1nn(-c2ccccc2)c(N2CCCC2)c1/C=N/NC(=O)c1cc(-c2ccccn2)nc2ccccc12
    -9%	-2%	0.1%	-1%	-2	0	6	14	1
CC(NC(=O)Cc1ccccc1)c1nc2ccccc2[nH]1 (centres undefined)
    3%	-2%	-0.9%	-4%	-5	4	3	3	2
CC(C)(C)C(=O)Cn1c(NCCCO)nc2ccccc21
    0%	2%	1.2%	-8%	0	-4	18	-15	0
CCC(=O)Nc1nc(C)c(-c2csc(Nc3ccc(C(=O)O)cc3)n2)s1
    -2%	-4%	7.9%	-2%	0	4	-7	-11	0
COc1ccc(Cl)cc1NC(=O)c1cn(C2CCCCC2)c(=O)c2c1c1ccccc1n2C
    -13%	-2%	17%	-3%	2	0	-1	-29	0
COc1cccc(NC(=O)CN(C)C(=O)CCc2nc3sc4c(c3c(=O)[nH]2)CCCC4)c1
    -22%	0%	1.7%	1%	-5	14	x	-7	1
Cc1ccc2[nH]c(=O)c(CN(CCO)C(=O)N(C)C)cc2c1
    -4%	1%	x	-1%	x	x	x	1	x
Cc1ccc2nc(Cl)c(C3CC(c4cccs4)=NN3C(=O)CCCC(=O)O)cc2c1 (centres undefined)
    -26%	0%	2.1%	-1%	-2	4	1	-16	3
Cc1cc(C(=O)CN2C(=O)CCC2=O)c(C)n1Cc1ccccc1
    7%	1%	-0.7%	-1%	-8	-12	0	-9	5
CCOC(=O)C1CSC(CC(=O)Nc2ccc(OC(F)(F)F)cc2)C(=O)N1 (centres undefined)
    -3%	-9%	0.0%	1%	-4	-32*	-9	-20	2
CN(C)c1ccc(NC(=O)c2sc(SCC(=O)Nc3ccc(Br)cc3)nc2N)cc1
    0%	-6%	-1.5%	-1%	-2	1	0	-15	1
CN[C@H]1CC[C@@H](c2ccc(Cl)c(Cl)c2)c2ccccc21
    -5%&-5%	-27%&-19%	0.2%&-0.6%	-15%&-4%&-7%&-7%	-6&-2	-34*!	1&11	u	45*
COc1ccc(C)cc1NC(=S)NC(C)c1ccc(OC)c(OC)c1 (centres undefined)
    0%	0%	5.2%	-5%	-2	7	-2	-13	1
O=C(C1CC(=O)N(C2CCCC2)C1)N1CCN(c2ccccc2)CC1 (centres undefined)
    2%	1%	0.1%	-4%	-3	1	-7	-9	2
NS(=O)(=O)c1cc2c(cc1Cl)NC(C1C[C@H]3C=C[C@@H]1C3)NS2(=O)=O (some centres undefined)
    3%	-1%	-0.7%	-3%	4	6	-8	x	1
Cc1ccc(OCC(=O)Nc2ccccc2F)cc1
    -9%	0%	x	-4%	x	x	x	-4	x
O=C(/C=C/c1ccccc1Cl)Nc1ccc(-c2nnc3n2CCCCC3)cc1
    12%	-17%	2.7%	-1%	-7	-27	-6	4	3
Fc1ccc2c(c1)-c1c(cnc3cc(-c4ccc(Cl)cc4)nn13)CO2
    -10%	-2%	-4.0%	-1%	0	-18	14	x	-1
Cc1cccc(CC(=O)NCc2nc3cccnc3n2Cc2ccc(F)cc2)c1
    2%	5%	-2.7%	-4%	2	14	-1	7	1
Nc1ccc2oc3ncccc3c(=O)c2c1
    7%	1%	5.5%	2%	11	-7	-17	4	1
COc1cccc(-c2ncc3ccccc3c2COC(=O)c2ccco2)c1
    2%	-6%	-2.5%	5%	7	-15	12	x	4

# Next section.
# The line under a structure holds: Vif-APOBEC3F blk	Vif-APOBEC3G blk	RXFP1 ag	Glioma ERSR ind	D1 potentiator	D1 antag	D2 potentiator	RXFP1 antag	D1 agonist
COc1cccc(Nc2nn3c(=O)c4ccccc4nc3s2)c1
    -4%	-8%	3.5%	0%	7	x	7	x	-1
O=C(CSc1nc(=O)n(CCN2CCOCC2)c2c1CCCC2)Nc1ccccc1Cl
    0%	1%	x	-5%	x	x	x	3	x
Cc1c[nH]c2cccc(OCC(CNC(C)(C)C)OC(=O)c3ccccc3)c12 (centres undefined)
    -16%	0%	-2.3%	-1%	-1	-8	-19	-15	18
O=c1c(Cl)c(NCc2ccccc2)cnn1C12CC3CC(CC(C3)C1)C2
    -13%	-2%	0.3%	-1%	6	4	14	9	22
CCOc1ccc(C(=O)N2CCN(CCc3ccccn3)CC2)cc1
    2%	0%	-2.0%	-2%	0	7	-13	7	-1

# From PubChem BioAssay
